# Compound activity as filed in PubChem.
# HEK293 NOD2/NF-kB = NOD2 signaling inhibitors, cell-based, luminescence, uHTS, HEK293 (AID 1566) | HEK293 NOD2/NF-kB luciferase reporter, luminescence; higher % means a stronger effect | one-dose inhibition, % at 4 µM; EC50 in µM for titrated hits | 290,000 compounds, 0.63% hits; in the data active means inhibition above about 50%; further: many of its hits are not listed in these tables
# Lipid droplet = modulators of hepatic lipid droplet formation; AML12 mouse hepatocytes, oleate lipid droplets, BODIPY imaging; inhibition, % at 6.5 µM; 240,000 compounds, 0.4% hits; AID 1656;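 active means lipid droplet intensity inhibited by at least 50%, with more than 500 cells counted; inconclusive means wells with under 300 cells, treated as cytotoxic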
#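 material = mouse AML12 hepatocyte cell line, fixed after treatment | also added = 100 µM oleic acid challenge | doses = compound at 6.5 µM only | schedule = overnight exposure | technique = Image-based BODIPY and DAPI two-channel analysis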
# Lipid droplet cells 6.5 µM = also measured in Lipid droplet; calls as there; cell count; measured here: cell count, cytotoxicity flag;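 cells counted across two imaged fields per well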
# * marks the source's active call; other numbers are inactive results; ? = inconclusive; / = no result given. These rows are one share of the data; count on the stated rates, not on these rows.
SMILES,HEK293 NOD2/NF-kB,Lipid droplet,Lipid droplet cells 6.5 µM
CCN(CC)c1ccc(/C=N/NC(=O)CNC(=O)c2cccs2)cc1,5%,-4,829
CC(OC(=O)CCC(=O)c1ccc(F)cc1)C(=O)NC1CCCCC1C (configuration not stated),2%,12,666
COc1c(Br)cc(/C=N/n2c(-c3ccccc3)n[nH]c2=S)c(O)c1Br,-1%,-1,815
CNC(=O)CSc1nnc(-c2ccco2)n1-c1cccc(OC)c1,5%,-5,806
O=c1c(-c2ccc(Br)cc2)coc2c(CN3CCCCC3)c(O)ccc12,7%,-4,855
CCCSCCCNC(=O)Cn1nc(CC)n2c(cc3c(OC)cccc32)c1=O,18%,-8,694
COc1ccc(-c2noc3c2-c2nc(-c4ccc(Cl)cc4)sc2CC3)cc1,-9%,-2,757
Cc1cc2oc(=O)c(CC(=O)NCCCN(C)C)c(C)c2c2occ(C(C)(C)C)c12,-41%,-11,728
Cc1nc2ccc(NC(=O)c3ccc(=O)[nH]c3)cc2s1,-19%,-4,790
CC(C)c1ccc(NC(=O)c2cc([N+](=O)[O-])ccc2N2CCOCC2)cc1,-4%,-7,766
Cc1onc(NC(=O)NC(=O)c2ccccc2F)c1Br,-11%,-2,631
CCSc1nnc2ccc(-c3ccc(OC)c(OC)c3)nn12,-9%,20,754
N#Cc1cccc(NC(=O)c2cncn2-c2ccccc2)c1,-7%,4,853
O=S(=O)(c1ccccc1)N1CCCc2ccccc21,8%,2,820
CN(C)c1ccc(/C=C/c2nc3ccccc3c(=O)[nH]2)cc1,-193%,-7,865
CCc1cccc2c1NC(=O)C2(O)N1CCCC(C)C1 (configuration not stated),-10%,2,777
COc1ccc2cc(C(=O)/C=C/c3cc(OC)c(OC)c(OC)c3)ccc2c1,-75%,7,740
Cc1ccc(NC(=O)CCNC(=O)c2ccccc2Cl)nc1,9%,9,725
O=C(O)C1C2CCC(C2)C1C(=O)N1CCCC1 (configuration not stated),8%,12,834
COc1cccc(CN2CC(C(=O)N3CCCC3)CCC2=O)c1 (configuration not stated),-2%,-27,631
O=C(CSc1ccc(F)cc1)NCCc1ccc(Cl)cc1,-24%,-2,718
CSc1ncccc1C(=O)NCCc1ccccc1F,-13%,0,879
CCCN(CCC)Cc1c(C(=O)N/N=C/CCc2ccccc2)nnn1-c1nonc1N,-2%,-28,802
CC(=O)Nc1ccc(S(=O)(=O)NC(C)(C#N)C2CC2)cc1 (configuration not stated),16%,-2,786
COc1ccccc1N=Nc1ccc(O)c2ncccc12,2%,3,776

# (cont.)
SMILES,HEK293 NOD2/NF-kB,Lipid droplet,Lipid droplet cells 6.5 µM
COc1ccc(CC(=O)Nc2ccccc2N2CCCC2)cc1,13%,0,812
O=C(Nc1ccc2c(c1)OCO2)c1cc(-c2cccc(O)c2)on1,-186%,2,795
Cc1cc(C(=O)NNC(=S)NCc2ccccc2)no1,12%,-2,869
CC(=O)Nc1ccc(NC2=CC(=O)c3ccccc3C2=O)cc1,-35%,8,676
COCC1CCN(C(=O)C2CCC(=O)N(Cc3cccc(C(F)(F)F)c3)C2)CC1 (configuration not stated),-3%,8,709
Cn1cccc1-c1cc(C(=O)N/N=C/c2ccc(F)cc2)[nH]n1,-3%,?,/
O=C(C1=C(O)C(=O)N(CCCN2CCOCC2)C1c1ccc(Cl)cc1)c1cc2ccccc2o1 (configuration not stated),9%,-1,730
CCOc1ccccc1N1CCN(C(=O)NC2CCCCC2)CC1,-2%,3,790
CCn1cc(CN2CCCC(CNS(=O)(=O)c3cccc4cccnc34)C2)cn1 (configuration not stated),-18%,0,688
COc1ccc2nc(N(CCN(C)C)C(=O)c3ccc(C(=O)c4ccccc4)cc3)sc2c1,-2%,0,894
CC(CCC(=O)O)C1CCC2C3CCC4C[C@H](O)CCC4(C)C3CC(=O)C12C (some centres not stated),-4%,7,701
COc1cc(/C=C/C(=O)N2CCN(c3ccccn3)CC2)cc(OC)c1OC,-4%,-8,656
Cc1cccc(CCNC(=O)CCS(=O)(=O)c2cc3c(cc2Cl)NC(=O)CO3)c1,1%,2,729
Cc1ccc(CNC(=O)Cn2cccc2)cc1,-12%,-1,709
O=C(N/N=C/c1cc2c(cc1[N+](=O)[O-])OCO2)c1ccc2c(c1)OCO2,6%,1,815
O=C(c1cccc(Cl)c1)N1CCN(Cc2ccc3c(c2)OCO3)CC1,-3%,3,780
CCC(C)(C)c1ccc(OC(=O)c2cccnc2Cl)cc1,-10%,-5,772
COc1cc(NC(=O)c2noc(C)c2[N+](=O)[O-])c(OC)cc1Cl,16%,11,711
COC(=O)c1cc(S(=O)(=O)N2CCC(c3ccccc3)C2)c[nH]1 (configuration not stated),16%,13,713
Cc1cc(Nc2ccc(Cl)cc2)nc(-c2ccccc2O)n1,8%,-24,746
COc1ccc(-c2cc(-c3ccc(O)cc3)nc(N)c2C#N)cc1,14%,12,781
CN1CCN(CCC(=O)Nc2ccccc2)CC1,-2%,2,823
CC(=O)N1CCOc2ccc(S(=O)(=O)Nc3ccc(Cl)cn3)cc21,14%,-31,732
CCOc1ccc(N2CC(C(=O)Nc3nnc(Cc4ccc(OC)cc4)s3)CC2=O)cc1 (configuration not stated),6%,-2,835
COc1cccc(CN(C)C(=O)C2CCC(=O)N(Cc3cccc(F)c3)C2)c1 (configuration not stated),-24%,-26,603

# Another view of 4 compounds above:
O=C(C1=C(O)C(=O)N(CCCN2CCOCC2)C1c1ccc(Cl)cc1)c1cc2ccccc2o1 (configuration not stated)
  HEK293 NOD2/NF-kB: 9%; Lipid droplet: -1; Lipid droplet cells 6.5 µM: 730
Cc1cc(C(=O)NNC(=S)NCc2ccccc2)no1
  HEK293 NOD2/NF-kB: 12%; Lipid droplet: -2; Lipid droplet cells 6.5 µM: 869
COCC1CCN(C(=O)C2CCC(=O)N(Cc3cccc(C(F)(F)F)c3)C2)CC1 (configuration not stated)
  HEK293 NOD2/NF-kB: -3%; Lipid droplet: 8; Lipid droplet cells 6.5 µM: 709
COC(=O)c1cc(S(=O)(=O)N2CCC(c3ccccc3)C2)c[nH]1 (configuration not stated)
  HEK293 NOD2/NF-kB: 16%; Lipid droplet: 13; Lipid droplet cells 6.5 µM: 713

# The list goes on.
SMILES,HEK293 NOD2/NF-kB,Lipid droplet,Lipid droplet cells 6.5 µM
O=C(NC(=S)Nn1cnnc1)c1ccc(F)cc1Cl,0%,-40,771
COc1cccc(NC(=O)CCc2nnc3ccc(NCc4ccco4)nn23)c1,-4%,2,788
Cc1noc(C)c1CCC(=O)N1CCCC(N2CCN(c3ccc(F)cc3)CC2)C1 (configuration not stated),-2%,-6,727
COc1ccc(CCNCc2c(-c3ccccc3)n(C)c3ccccc23)cc1,-4%,-4,826
COc1ccc(-c2cc(C(=O)N3CCCCC3)c3ccccc3n2)cc1OC,9%,1,784
Cc1ccc(NS(=O)(=O)c2ccc3c(c2)NC(=O)CCS3)c(C)c1,12%,8,658
CCc1nnc(NC(=O)CN2CC(C)OC(C)C2)s1 (configuration not stated),14%,0,811
Cc1ccc(C(=O)ONC(=O)c2ccc(Cl)cc2)cc1[N+](=O)[O-],-12%,-21,794
CC(C)CC(O)C1CCN(C(=O)CCc2nnc(-c3ccc4c(c3)OCO4)o2)CC1 (configuration not stated),0%,-40,676
COc1ccc(C(=O)O/N=C(\N)c2ccccn2)cc1[N+](=O)[O-],-35%,2,819
CC(=O)Nc1ccc(S(=O)(=O)NNC(=O)c2ccc3c(c2)OCO3)cc1,12%,18,822
COc1cccc(Cn2cnc3c(sc4nc(C)cc(C)c43)c2=O)c1,-66%,14,790
CC1C(=O)C(C)C(c2ccc(O)cc2)NC1c1ccc(O)cc1 (configuration not stated),-2%,7,835
C[C@H]([C@H](O)c1ccccc1)N(C)C(=O)CN,-13%,0,814
O=C(CCC(=O)c1ccccc1)Nc1ccccc1OC(F)F,10%,-3,819
Cc1ccc(NC(=O)CCCCCN2C(=O)[C@@H]3Cc4ccccc4CN3C2=O)c(Cl)c1,15%,-24,694
COc1ccc(OC(=O)Cc2cccc3ccccc23)cc1,4%,42,840
Cc1ccccc1OCC(=O)Nc1ccncc1,31%,2,807
N#CCC(=O)Nc1ccc(C(=O)N2CCN(c3ccccn3)CC2)cc1,6%,0,753
O=C(c1cc2c(=O)n3ccccc3nc2s1)N1CCN(c2cccc(Cl)c2)CC1,22%,-1,802
Cc1ccc(C)c(OCC(=O)Nc2ccccc2C(=O)NC2CC2)c1,5%,0,685
CCn1c(SCC(=O)NC2CCCC2)nnc1-c1ccco1,2%,-1,840
O=C(O)c1cccc(Nc2ccncc2[N+](=O)[O-])c1,22%,3,391
NC(N)=NS(=O)(=O)c1ccc(NC(=S)NC(=O)Cc2ccc(Cl)cc2)cc1,15%,0,816
Cc1[nH]c(C)c(S(=O)(=O)NCc2ccc(N(C)C)cc2)c1C(=O)N1CCCC1,3%,-7,750

# Taken from the results shown for reference:
SMILES,HEK293 NOD2/NF-kB,Lipid droplet,Lipid droplet cells 6.5 µM
O=C(NC(=S)Nn1cnnc1)c1ccc(F)cc1Cl,0%,-40,771
COc1cccc(NC(=O)CCc2nnc3ccc(NCc4ccco4)nn23)c1,-4%,2,788
Cc1noc(C)c1CCC(=O)N1CCCC(N2CCN(c3ccc(F)cc3)CC2)C1 (configuration not stated),-2%,-6,727
COc1ccc(CCNCc2c(-c3ccccc3)n(C)c3ccccc23)cc1,-4%,-4,826
COc1ccc(-c2cc(C(=O)N3CCCCC3)c3ccccc3n2)cc1OC,9%,1,784

# Remaining list, next part
SMILES,HEK293 NOD2/NF-kB,Lipid droplet,Lipid droplet cells 6.5 µM
COc1ccc(CNC(=O)C(C)N(Cc2ccccc2OC)C(=O)c2snc(C(N)=O)c2N)cc1 (configuration not stated),13%,9,858
CSc1ccc(S(=O)(=O)NC2CC3CCC2C3)cc1 (configuration not stated),19%,7,845
COCCN(CCOC)C(=O)CN1C(=O)NC2(CCCc3sccc32)C1=O (configuration not stated),-3%,15,752
COc1ccc(CNS(=O)(=O)c2ccc3c(c2)N(C(C)=O)CC(C)S3)cc1 (configuration not stated),49%,-21,626
CC(C)CC(=O)Nc1ccc(S(=O)(=O)Nc2nccs2)cc1,22%,-4,795
Cc1cccc(/C=N/NC(=O)c2ccncc2)n1,16%,25,867
O=C(COc1ccc2ccccc2c1)NNC(=O)Nc1ccccc1F,3%,-9,635
OC1CCN(Cc2ccc(OCc3ccccc3)cc2)CC1,-41%,2,781
CN(C)c1ccc(CNc2nc3ccccc3s2)cc1,-71%,-16,783
CCOc1ccc(Nc2ccc([N+](=O)[O-])c3nonc23)cc1,-33%,-2,821
CN(C)CCCNC(=S)N(CCCO)Cc1cc2cc3c(cc2[nH]c1=O)OCO3,1%,0,798
N=c1oc2ccc(Br)cc2cc1C(=O)NC1CCCCCC1,10%,-33,625
CCOc1ccc(NC(=O)COc2ccc(S(=O)(=O)N3CCCC3)cc2)cc1,10%,-11,790
CCc1ccc2oc(C(=O)N3CCN(C)CC3)cc(=O)c2c1,14%,21,708
COc1ccc(Cc2nnc(SCC(=O)N(C)c3ccccc3)o2)cc1,8%,0,821
CC1CCN(C(=O)c2[nH]cnc2C(=O)N[C@@H](Cc2ccccc2)C(=O)OC(C)(C)C)CC1,-3%,-15,793
Cc1cc(C)c2nc(-c3cccc(Cl)c3)c(C)c(C(=O)N3CCOCC3)c2c1,-1%,-29,678
COc1ccc(C(C(=O)NC(C)(C)C)N(C(=O)CCC(=O)Nc2cc(C)on2)c2cccc(C)c2C)cc1 (configuration not stated),17%,-2,799
O=Cc1c(N2CCN(CCO)CC2)nc2ccccn2c1=O,15%,20,827
Cc1nc(SCC(=O)Nc2ccccc2Cl)oc1C,4%,-6,804
Cc1ccc(C)c(CNS(=O)(=O)c2ccc3c(c2)C(C)(C)C(=O)N3C)c1,-7%,24,758
Cc1ccc(-c2nnc(-c3cccnc3)o2)cc1,-54%,-1,862
COc1ccc(N(C)C(=O)c2cc3c(s2)-c2ccccc2OC3)c(OC)c1,16%,-5,818
Cc1cc(C)c(S(=O)(=O)N2CCCC(C(=O)N3CCOCC3)C2)c(C)c1 (configuration not stated),6%,-4,823
COc1cccc(C(C(=O)NCC2CCCO2)N(C(=O)Cn2nnc3ccccc32)c2ccc(NC(C)=O)cc2)c1OC (configuration not stated),13%,-17,828

# New compounds follow:
SMILES,HEK293 NOD2/NF-kB,Lipid droplet,Lipid droplet cells 6.5 µM
COc1ccc(NC(c2ccccc2)c2ccncc2)cc1 (configuration not stated),-3%,2,414
CCN1CCN(C(C)CCc2ccccc2)CC1 (configuration not stated),-18%,-1,811
O=C(O)CC(NC(=O)CC(c1ccccc1)c1ccccc1)c1cccc([N+](=O)[O-])c1 (configuration not stated),1%,-8,785
Cc1c(CC(=O)O)c(=O)oc2c(C)c(OCc3c(F)cccc3Cl)ccc12,-2%,6,829
COc1ccc(S(=O)(=O)N2CCOCC2)cc1NC(=O)c1cccc(Cl)c1,-1%,-2,827
CCCCC1CCC(C(=O)N(CCCC)c2c(N)n(CCCC)c(=O)[nH]c2=O)CC1 (configuration not stated),-3%,-21,660
Nc1ccc(S(=O)(=O)NC(Cc2ccccc2)C(=O)O)cc1 (configuration not stated),3%,0,789
COc1cc(/C=N/NC(=O)c2cccc3ccccc23)cc(OC)c1O,0%,1,837
CCCc1nnc(SCC(=O)Nc2ccc(C(=O)OCC)cc2)o1,13%,-6,707
[O-]/[N+](=C/c1ccco1)c1ccccc1,11%,16,688
O=C(Nc1cccc(C(=O)O)c1)/C(=C\c1ccc(F)cc1)NC(=O)c1ccco1,1%,6,838
COc1ccccc1C1=NC(c2ccccc2)CN1c1ccccc1 (configuration not stated),19%,-12,378
CCOc1ccccc1NC(=O)c1cc(S(=O)(=O)NCc2ccco2)ccc1F,-2%,-26,717
